Bcl-B Bim block = human Bim-Bcl-B interaction inhibition. Q9HD36. inhibition, % at 10 µM. 0.073% of 190,000 active. bead-based flow cytometry, Bim peptide-Bcl-B binding. AID 951;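 also: 0% = tracer peptide without compound and 100% = reference inhibitor peptide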
Target sequence (Q9HD36 whole entry, looked up): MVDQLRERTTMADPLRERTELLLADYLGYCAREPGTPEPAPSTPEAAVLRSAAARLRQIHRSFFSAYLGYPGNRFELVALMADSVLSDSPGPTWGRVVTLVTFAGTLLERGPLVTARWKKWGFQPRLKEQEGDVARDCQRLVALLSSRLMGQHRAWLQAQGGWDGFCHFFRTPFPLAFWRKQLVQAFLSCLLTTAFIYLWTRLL
Rac1 wt modul = alters GTP binding to wildtype human Rac1; P63000; 0.27% of 190,000 active; GST-Rac1 beads, fluorescent GTP binding, flow cytometry; actives lie on both sides; 0 = cold GTP competed, 100 = untreated; GTP binding activity (% of control), % at 10 µM; AID 757;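 active = GTP binding activity at least 20 points away from the 100% control level, either lower or higher; inconclusive = compound flagged as likely green fluorescent, judged across all proteins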
Bim-Bcl-XL = human Bim-Bcl-XL interaction inhibition. Q07817. Bim peptide-Bcl-XL binding, bead flow cytometry, fluorescence. inhibition, % at 10 µM. 0.04% of 190,000 active
Target sequence (Q07817 whole entry, looked up): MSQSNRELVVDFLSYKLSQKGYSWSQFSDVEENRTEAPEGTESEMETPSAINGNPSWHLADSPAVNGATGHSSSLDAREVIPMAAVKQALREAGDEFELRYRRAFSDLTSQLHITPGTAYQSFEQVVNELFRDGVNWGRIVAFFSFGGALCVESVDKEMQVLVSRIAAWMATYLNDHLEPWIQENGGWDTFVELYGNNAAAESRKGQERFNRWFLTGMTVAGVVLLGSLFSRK
Rab7 wt modul = modulators of GTP binding to dog Rab7 wildtype GTPase; GST-Rab7 beads, fluorescent GTP binding, flow cytometry; actives lie on both sides; untreated = 100%, excess cold GTP = 0%; GTP binding activity (percent of control), % at 10 µM; 0.055% of 190,000 active; AID 758;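 active = fluorescent GTP binding to Rab7 beads changed by at least 20 points from the 100% baseline, either direction, mostly lower; inconclusive = compound itself probably fluorescent, or too few beads counted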;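 also: median green fluorescence of bound Bodipy-FL-GTP per Rab7 bead population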
Bim-Bcl-2 = disrupts Bim peptide binding to human Bcl-2; P10415; Bead-based flow cytometry, Bim peptide-Bcl-2 binding; inhibition, % at 10 µM; 0.06% of 190,000 active; in the data active = inhibition above about 40%; inconclusive = no clear call, values can overlap the other calls;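 also: 0% = no compound wells with probe peptide and 100% = reference peptide inhibitor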
Target sequence (P10415 whole entry, looked up): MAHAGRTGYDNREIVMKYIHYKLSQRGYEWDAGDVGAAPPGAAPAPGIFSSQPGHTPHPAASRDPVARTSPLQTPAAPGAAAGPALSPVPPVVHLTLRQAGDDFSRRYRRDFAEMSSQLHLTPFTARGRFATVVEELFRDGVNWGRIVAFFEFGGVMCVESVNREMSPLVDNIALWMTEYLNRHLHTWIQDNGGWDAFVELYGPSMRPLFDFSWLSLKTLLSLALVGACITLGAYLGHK
Bfl-1 Bim block = disrupts Bim binding to human Bfl-1 | Q16548 | Bead-based flow cytometry, Bim-Bfl-1 binding inhibition | inhibition, % at 10 µM | 0.12% of 190,000 active;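 also: 0% = wells without compound plus tracer and 100% = blocker peptide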
Rac1 mut GTP = alters GTP binding to activated mutant human Rac1 | percent activity (GTP binding), % at 10 µM | 0.11% of 190,000 active | P63000 | AID 764 | GST-Rac1 activated beads, fluorescent GTP binding, flow cytometry; actives lie on both sides; 100% means binding = to untreated wells;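 active = GTP binding at least 20 percentage points away from the 100% baseline, in either direction, so actives lie on both sides; inconclusive = Compound likely fluorescent itself, or too few beads counted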
Bcl-W Bim block = human Bim-Bcl-W interaction inhibition. Q92843. 0.02% of 190,000 active. bead-based flow cytometry, Bim peptide-Bcl-W binding. inhibition, % at 10 µM;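 also: 0% = bound tracer without compound and 100% = peptide blocker; higher means less fluorescent Bim peptide bound to Bcl-W beads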
HRas wt GTP = modulators of GTP binding to human HRas wildtype; 0.14% of 190,000 active; P01112; GST-Ras wt beads, Bodipy-FL-GTP binding, flow cytometry; actives lie on both sides; GTP binding activity, % at 10 µM;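 active = GTP binding activity at least 20% away from the 100% baseline, either lowered as inhibitor or raised as activator; inconclusive = flagged as likely green fluorescent, judged across all proteins in the well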;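 also: 0% = unlabeled GTP competition control and 100% = no-compound control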
Cdc42 wt = changes GTP binding to wildtype human Cdc42 | percent activity (GTP binding), % at 10 µM | 0.2% of 190,000 active | P60953 | GST-Cdc42 beads, Bodipy-GTP binding, flow cytometry; actives lie on both sides | AID 761;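 active = percent activity GTP binding at least 20 points away from the 100% baseline, either down as inhibitor or up as activator; inconclusive = compound flagged as likely green fluorescent from well-wide comparison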;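 also: median bead fluorescence of bound Bodipy-FL-GTP at 100 nM; 0% = excess unlabeled GTP control and 100% = no compound control; below 100% means less GTP binding so inhibitor and above means activator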
Target sequence (P60953 whole entry, looked up): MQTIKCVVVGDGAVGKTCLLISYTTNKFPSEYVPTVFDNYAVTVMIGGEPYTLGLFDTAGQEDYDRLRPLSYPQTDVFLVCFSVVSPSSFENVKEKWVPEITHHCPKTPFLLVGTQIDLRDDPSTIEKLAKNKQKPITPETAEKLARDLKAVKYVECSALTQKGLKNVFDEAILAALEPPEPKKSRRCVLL
Rab2 wt GTP = changes GTP binding to wildtype dog Rab2A, up or down; P61105; GST-Rab2 wt beads, Bodipy-GTP binding, flow cytometry; GTP binding activity, % at 10 µM; 0.19% of 190,000 active; AID 760;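 active = GTP binding activity at least 20 points away from 100%, either lowered or raised; inconclusive = signal likely due to the compound's own green fluorescence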;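 also: 0% = beads with excess unlabeled GTP and 100% = no-compound control corrected for plate trend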
Active calls of the source: *; ? = inconclusive. Rule as the data show it, unless noted: active = inhibition above about 40%. Rows are unselected. About 0.62% of those tested had a hit in this group.

The opening four records, to show the layout:
SMILES	Bcl-B Bim block	Rac1 wt modul	Bim-Bcl-XL	Rab7 wt modul	Bim-Bcl-2	Bfl-1 Bim block	Rac1 mut GTP	Bcl-W Bim block	HRas wt GTP	Cdc42 wt	Rab2 wt GTP
CN(Cc1ccco1)C(=O)C1CCC(=O)N1Cc1ccc(F)cc1 (stereo not given)	2.0	100.0	0.0	98.0	0.0	-3.0	97.0	1.0	98.0	102.0	99.0
CCOC(=O)C[N+](C)(C)CCOC1CC2CCC1(C)C2(C)C (stereo not given)	-2.0	91.0	0.0	95.0	2.0	-4.0	91.0	-1.0	91.0	91.0	89.0
CC(=C/c1ccc(C(C)C)cc1)/C=N/NC(=O)CSc1ccccn1	-5.0	100.0	-6.0	99.0	-5.0	-12.0	100.0	-3.0	101.0	93.0	100.0
Cn1cnnc1SC1CCCCC1NS(=O)(=O)c1ccccc1 (stereo not given)	-8.0	99.0	-7.0	99.0	-12.0	-19.0	99.0	0.0	98.0	103.0	101.0

This part in full, repeating the preview:
SMILES	Bcl-B Bim block	Rac1 wt modul	Bim-Bcl-XL	Rab7 wt modul	Bim-Bcl-2	Bfl-1 Bim block	Rac1 mut GTP	Bcl-W Bim block	HRas wt GTP	Cdc42 wt	Rab2 wt GTP
CN(Cc1ccco1)C(=O)C1CCC(=O)N1Cc1ccc(F)cc1 (stereo not given)	2.0	100.0	0.0	98.0	0.0	-3.0	97.0	1.0	98.0	102.0	99.0
CCOC(=O)C[N+](C)(C)CCOC1CC2CCC1(C)C2(C)C (stereo not given)	-2.0	91.0	0.0	95.0	2.0	-4.0	91.0	-1.0	91.0	91.0	89.0
CC(=C/c1ccc(C(C)C)cc1)/C=N/NC(=O)CSc1ccccn1	-5.0	100.0	-6.0	99.0	-5.0	-12.0	100.0	-3.0	101.0	93.0	100.0
Cn1cnnc1SC1CCCCC1NS(=O)(=O)c1ccccc1 (stereo not given)	-8.0	99.0	-7.0	99.0	-12.0	-19.0	99.0	0.0	98.0	103.0	101.0
COC(=O)c1nc2ccccc2s1	-7.0	104.0	-6.0	101.0	-1.0	-4.0	100.0	-3.0	103.0	101.0	101.0
CCCc1cc2c(=O)c(-c3ccc4c(c3)OCCO4)coc2cc1OS(C)(=O)=O	-6.0	104.0	-6.0	101.0	-2.0	0.0	98.0	0.0	100.0	100.0	99.0
CCOc1cc(C(=O)Nc2cc(C)on2)cc(OCC)c1OCC	-1.0	98.0	-3.0	102.0	-4.0	-4.0	96.0	0.0	101.0	100.0	103.0
CC(C)Oc1ccc(-c2cc(C(=O)NCCN3CCOCC3)c3ccccc3n2)cc1	-12.0	101.0	-3.0	103.0	-1.0	1.0	99.0	-1.0	102.0	103.0	104.0
CS(=O)(=O)N(CCc1ccccc1)CC(=O)N1CCN(c2ccc(F)cc2)CC1	-5.0	104.0	0.0	101.0	11.0	2.0	99.0	-3.0	100.0	98.0	99.0
CCCCSc1nc(C)c(CC(=O)OC)c(=O)[nH]1	-5.0	105.0	-7.0	97.0	-7.0	-16.0	99.0	0.0	99.0	99.0	101.0
Clc1ccc(-c2cn3nc4c(nc3n2)CCCC4)cc1	-10.0	103.0	-5.0	104.0	-12.0	-16.0	100.0	-2.0	102.0	101.0	100.0
Cc1ccc(S(=O)(=O)N(C)C)cc1NC(=O)COC(=O)/C(=C/c1ccc(F)cc1)c1cccs1	-2.0	101.0	-5.0	101.0	-2.0	-1.0	98.0	-1.0	101.0	100.0	98.0
CS(=O)(=O)c1cnc2c(-c3ccc(F)cc3)cnn2c1N	2.0	97.0	0.0	95.0	-4.0	1.0	97.0	0.0	95.0	97.0	95.0
CCOC(=O)C1(Cc2cccc(F)c2)CCN(C2CCOCC2)CC1	-2.0	102.0	2.0	97.0	0.0	-5.0	100.0	3.0	99.0	101.0	99.0
CCCCC(=O)Nc1ccc(C(=O)Nc2ccc(S(=O)(=O)Nc3ccc(C)cc3)cc2)cc1	-1.0	104.0	0.0	103.0	1.0	0.0	102.0	-2.0	104.0	103.0	102.0
O=C(O)c1cnn2c(C(F)F)cc(C(F)F)nc12	-8.0	102.0	-6.0	101.0	-3.0	-2.0	99.0	-4.0	102.0	101.0	102.0
COc1cc(NC(=S)NC(=O)c2ccco2)ccc1NC(=O)C(C)C	-4.0	95.0	0.0	99.0	-3.0	-5.0	94.0	0.0	92.0	98.0	99.0
CN(C)C(=N)c1n[nH]nc1SCc1ccc(Cl)c(Cl)c1	-1.0	96.0	-4.0	94.0	-4.0	-5.0	94.0	0.0	96.0	91.0	95.0
Cc1ccc(S(=O)(=O)C(C#N)c2nc3ccccc3nc2N2CC(C)OC(C)C2)cc1C (stereo not given)	-7.0	91.0	-3.0	91.0	-7.0	-7.0	89.0	0.0	89.0	86.0	89.0
CCc1cccc(NC(=O)CCc2nc(-c3cccs3)no2)c1	-6.0	104.0	-1.0	98.0	-6.0	-10.0	101.0	3.0	100.0	102.0	100.0
COc1ccc(S(=O)(=O)Nc2ccncc2)c(C)c1C	-1.0	97.0	-1.0	102.0	0.0	-5.0	95.0	-3.0	99.0	99.0	99.0
CCOC(=O)N1CCN(C(=O)C2c3cc(OC)c(OC)cc3C(=O)N3CCc4ccccc4C23)CC1 (stereo not given)	-6.0	101.0	-8.0	102.0	-8.0	-13.0	99.0	0.0	99.0	99.0	102.0
CN1CCN(c2nc3nonc3nc2N2CCN(C)CC2)CC1	-3.0	97.0	-1.0	99.0	-8.0	-3.0	96.0	1.0	100.0	99.0	98.0
COc1cccc(C2CC(c3ccccc3Cl)n3ncnc3N2)c1 (stereo not given)	0.0	104.0	-1.0	104.0	-1.0	0.0	103.0	0.0	106.0	107.0	106.0
Cc1[nH]n(-c2ccccc2)c(=O)c1/C=N/c1nn[nH]n1	0.0	95.0	-1.0	93.0	-1.0	3.0	98.0	-2.0	96.0	93.0	96.0
COc1cc(C2=NOC(C(=O)N3CCN(c4ccc(F)cc4)CC3)C2)cc(OC)c1OC (stereo not given)	-7.0	96.0	-1.0	95.0	-8.0	-12.0	93.0	1.0	95.0	95.0	93.0
CC(=C\c1ccccc1)/C=C1/SC(=S)N(C(C(=O)O)C(C)C)C1=O (stereo not given)	-3.0	92.0	-4.0	94.0	-1.0	-7.0	85.0	0.0	91.0	89.0	88.0
Cc1ccc(-c2nnn(CC(=O)N(c3ccc4c(c3)OCCO4)C(C(=O)NCC3CCCO3)c3ccc(F)cc3)n2)o1 (stereo not given)	-7.0	?	-1.0	?	-3.0	-6.0	?	-4.0	?	?	?
c1ccc(-c2noc(C3CCCCC3)n2)nc1	0.0	100.0	-1.0	106.0	0.0	0.0	98.0	0.0	102.0	101.0	102.0
COC(=O)NC(=S)Nc1ccc(Oc2ccc(Cl)cc2)c(Cl)c1	-6.0	101.0	-1.0	95.0	-2.0	-7.0	96.0	-4.0	96.0	97.0	94.0
O=C(CC1S/C(=N/N=C/c2cccs2)NC1=O)Nc1ccccc1F (stereo not given)	-3.0	91.0	-2.0	101.0	-5.0	-4.0	95.0	0.0	96.0	104.0	95.0
COc1cc(/C=N/O)ccc1OCc1ccc([N+](=O)[O-])cc1	-6.0	105.0	-3.0	101.0	0.0	-1.0	100.0	-2.0	99.0	103.0	97.0
CC(Oc1cccc(Cl)c1)c1ccnc2nc(/N=C/N(C)C)nn12 (stereo not given)	-2.0	98.0	0.0	101.0	-2.0	-3.0	98.0	0.0	97.0	99.0	98.0
COc1ccc(N2CCN(C(=O)c3ccc(-n4nc(C)cc4C)cc3)CC2)cc1	-12.0	107.0	-3.0	99.0	-8.0	-16.0	105.0	-1.0	103.0	103.0	105.0
Cn1cc(/C=C/c2nc3ccccc3c(=O)n2-c2cccc([N+](=O)[O-])c2)c2ccccc21	-3.0	104.0	-4.0	97.0	5.0	0.0	102.0	0.0	101.0	100.0	99.0
COc1cccc(-c2noc(CCC(=O)Nc3cccnc3)n2)c1	-4.0	98.0	-2.0	96.0	-2.0	-16.0	96.0	-2.0	99.0	99.0	97.0
CCn1ncc(C(=O)Nc2cccc(Cl)c2)c1C	-7.0	106.0	-6.0	104.0	-5.0	-1.0	99.0	-4.0	103.0	97.0	101.0
COc1cccc(/C=N/NC(=O)CCn2c3ccccc3c3ccccc32)c1	-8.0	99.0	-8.0	102.0	-16.0	-10.0	96.0	-6.0	96.0	99.0	97.0
COCCn1c(=O)sc2ccccc2c1=O	-2.0	102.0	-1.0	97.0	0.0	-4.0	98.0	0.0	100.0	100.0	100.0
Cc1ccccc1NC(=S)NC(=O)c1cncc(Br)c1	-7.0	107.0	-10.0	96.0	-2.0	3.0	98.0	-5.0	102.0	104.0	98.0
COc1ccc(OC)c(S(=O)(=O)N2C(C)CCCC2C)c1 (stereo not given)	-14.0	105.0	-7.0	97.0	-12.0	-11.0	101.0	-2.0	100.0	102.0	102.0
COc1cc(C)c(Cl)c(C)c1S(=O)(=O)NCc1ccc2c(c1)OCO2	-2.0	94.0	-1.0	98.0	-4.0	0.0	94.0	-4.0	96.0	95.0	95.0
Cc1cc(C)n(CCOc2ccc(Cl)cc2Cl)n1	-4.0	93.0	-15.0	93.0	1.0	-1.0	91.0	-3.0	95.0	94.0	94.0
CN(Cc1ccccc1)CC(O)COc1ccc(CNCCc2cccnc2)cc1 (stereo not given)	-6.0	104.0	-3.0	101.0	0.0	-3.0	101.0	-1.0	100.0	100.0	100.0
CCOC(=O)/C=C1\NC(=O)C(C)S1 (stereo not given)	-6.0	108.0	-1.0	101.0	-6.0	-9.0	103.0	2.0	104.0	107.0	104.0
O=[N+]([O-])c1cccc(-c2nnn(C34CC5CC(CC(C5)C3)C4)n2)c1	-2.0	105.0	-1.0	101.0	-2.0	-5.0	101.0	-3.0	106.0	104.0	104.0
CCc1cccc(NC(=O)C2CCCC2)c1	-7.0	105.0	-8.0	100.0	-12.0	-21.0	99.0	-4.0	100.0	100.0	103.0
CN1CCc2c(sc(NC(=O)c3ccc(S(=O)(=O)N4CCOCC4)cc3)c2C(N)=O)C1	-2.0	108.0	-7.0	98.0	0.0	-3.0	102.0	-5.0	101.0	103.0	104.0
CC(C)Cc1cc(C(=O)N2CCN(c3ccc(F)cc3)CC2)no1	-7.0	102.0	-6.0	99.0	-3.0	-3.0	98.0	-1.0	99.0	100.0	97.0
COc1ccc(OC)c(NC2=C(Cl)C(=O)N(Cc3ccccc3)C2=O)c1	-6.0	97.0	-1.0	94.0	-4.0	-2.0	96.0	0.0	96.0	95.0	98.0
CCCCCn1nc(C)c2c(C)cc(=O)[nH]c21	1.0	106.0	-4.0	100.0	-7.0	0.0	99.0	-2.0	105.0	106.0	103.0
C/C(=N\OC(=O)c1c(-c2ccccc2Cl)noc1C)c1ccncc1	-5.0	97.0	-1.0	104.0	-4.0	-6.0	94.0	-3.0	95.0	93.0	98.0
O=C(O)CSc1nnc(CNc2ccccc2Cl)n1-c1ccccc1	-7.0	98.0	-3.0	92.0	-8.0	-11.0	97.0	0.0	100.0	100.0	95.0
